Bioassay records deposited in PubChem BioAssay by Broad Institute.
S100A4 inh HTS: blocks human S100A4 binding to myosin IIA peptide. P26447. S100A4/TAMRA-MyoIIA peptide fluorescence polarization. inhibition, % at 10.7 µM. 360,000 compounds, 0.14% hits. AID 652163;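 active means mean inhibition of at least 70% across replicates, with every replicate also reaching that level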
Target sequence (P26447 whole entry, looked up): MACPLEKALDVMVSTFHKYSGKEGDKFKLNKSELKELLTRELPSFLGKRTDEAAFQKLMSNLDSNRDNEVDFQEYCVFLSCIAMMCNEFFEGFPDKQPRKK
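Material: human S100A4 monomer with TAMRA-labelled myosin IIA peptide; buffer or medium: HEPES pH 7.2 with CaCl2, KCl, NaCl, DTT, Triton; compound dosing: one concentration per compound; schedule: 5 min incubation before reading; benchmarks: neutral control DMSO, positive control TFP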
PGC1a acetyl inh: PGC1a acetylation modulation, inhibitor mode; 350,000 compounds, 0.17% hits; U2OS PGC1a acetylation, AlphaScreen anti-acetyl-lysine; with virally co-expressed GCN5 acetyltransferase; inhibition, % at 15.6 µM; AID 651687;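 active means every replicate shows inhibition of at least 40%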;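 further: 0% = neutral control wells and 100% = positive control wells; some results beyond the cut were filed as inactive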
SIRT5 inh: blocks human SIRT5 desuccinylation of peptide | 330,000 compounds, 1.1% hits | AID 652115 | Q9NXA8 | inhibition, % at 15 µM | Purified SirT5, succinyl-peptide AMC, trypsin-coupled fluorescence; in the data active means inhibition above about 15%
Cneo AK release: causes C. neoformans cell lysis; 360,000 compounds, 0.2% hits; lysis activity, % at 15 µM; adenylate kinase release luminescence, 4 h; normalised: neutral wells 0, clomiphene wells 100; AID 651654;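 active means mean lysis activity across replicates of at least 80%, whatever share of replicates individually reach that level; inactive means mean lysis activity below 80%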
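read-out = cell lysis signal | test system = log-phase Cryptococcus neoformans yeast cells | input = cells at 5 × 10^6 per mL | medium = fresh YPD growth medium | signal = luminescent adenylate kinase detection reagent | timing = 4 h at 37 °C static, read 1 h later | dosing = single dose | controls = Clomiphene as positive lysis control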
Statin myotox sup: protects C2C12 myotubes from simvastatin toxicity; ATP luminescence, 48 h; scaled: DMSO 0, geranylgeraniol control 100; rescue of ATP level, % at 7.49 µM; 330,000 compounds, 0.78% hits; AID 602340;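 active means mean ATP rescue above about 67%, or every replicate alone reaching that limit, limit read from the data, passing the limit was not always enough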;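 further: myotubes were challenged with 10 µM simvastatin during compound exposure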
XiGFP reactiv: activators of X-chromosome reactivation in mouse fibroblasts; XiGFP mouse fibroblasts, % GFP-positive cells imaging, 3 d; cells co-treated with 5-aza-dC sensitizer; scaled so ellipticine positive control = 100%; activation, % at 7.58 µM; 360,000 compounds, 0.055% hits; AID 743238;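 active means mean normalized replicate activation at least 10% and every replicate at or above 10%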;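 further: 0% = median of on-plate neutral control wells and 100% = ellipticine 6 µM median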
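System: 68-5-11 XiGFP fibroblast line; Timing: 3 days compound exposure; Compound dosing: one concentration, pinned; Benchmarks: positive control ellipticine, 6 µM final; Buffer or medium: DMEM containing 5-aza-dC.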
LGR2 inh: inhibitors of bursicon-induced Drosophila LGR2 receptor cAMP signaling. HEK293 LGR2, CRE-luciferase, bursicon-stimulated, 4 h. inhibition, % at 9.99 µM. 380,000 compounds, 0.35% hits. AID 720647;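 active means drop in luminescence signal, shown as inhibition above about 50% in the replicate tests, limit read from the data, passing the limit was not always enough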;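 further: agonist challenge used bursicon conditioned medium at about half maximal strength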
ERAP1 inh: ERAP1 (human) enzyme inhibition; Q9NZ08; recombinant ERAP1, Leu-AMC fluorescence, 60 min; inhibition, % at 10.7 µM; 340,000 compounds, 0.15% hits; AID 652197;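 active means mean replicate inhibition of at least 30%, or all replicates individually reaching that 30% level; inactive means mean below 30% and not every replicate reaching it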;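 further: 0% = neutral control wells and 100% = L-leucinethiol positive control wells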
Target sequence (Q9NZ08 whole entry, looked up): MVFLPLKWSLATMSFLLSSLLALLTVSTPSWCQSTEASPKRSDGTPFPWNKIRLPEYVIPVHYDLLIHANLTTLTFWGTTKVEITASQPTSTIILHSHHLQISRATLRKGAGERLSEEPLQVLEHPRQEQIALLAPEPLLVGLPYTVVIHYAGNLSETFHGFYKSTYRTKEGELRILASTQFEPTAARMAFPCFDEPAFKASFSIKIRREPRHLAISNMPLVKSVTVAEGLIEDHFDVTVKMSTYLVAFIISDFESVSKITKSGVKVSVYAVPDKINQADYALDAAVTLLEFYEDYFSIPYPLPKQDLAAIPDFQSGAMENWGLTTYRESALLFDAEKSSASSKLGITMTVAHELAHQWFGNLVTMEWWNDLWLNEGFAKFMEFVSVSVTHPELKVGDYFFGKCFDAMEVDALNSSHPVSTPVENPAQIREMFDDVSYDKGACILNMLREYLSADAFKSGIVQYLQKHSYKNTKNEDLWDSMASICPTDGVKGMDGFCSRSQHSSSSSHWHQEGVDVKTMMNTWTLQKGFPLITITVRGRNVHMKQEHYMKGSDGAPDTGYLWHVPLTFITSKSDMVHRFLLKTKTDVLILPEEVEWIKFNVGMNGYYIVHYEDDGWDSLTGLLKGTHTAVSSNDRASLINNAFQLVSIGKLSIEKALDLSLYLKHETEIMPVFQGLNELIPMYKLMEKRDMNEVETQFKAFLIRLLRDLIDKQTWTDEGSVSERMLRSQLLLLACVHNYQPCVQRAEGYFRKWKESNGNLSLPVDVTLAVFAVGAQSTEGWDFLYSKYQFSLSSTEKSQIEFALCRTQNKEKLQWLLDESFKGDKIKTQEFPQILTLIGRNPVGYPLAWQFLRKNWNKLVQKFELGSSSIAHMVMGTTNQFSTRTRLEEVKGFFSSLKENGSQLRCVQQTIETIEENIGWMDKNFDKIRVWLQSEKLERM
* = called active by the depositor; . = no result given; & = joins results of further samples. Some of the compounds tested; count on the stated rates, not on these rows.

SMILES	S100A4 inh HTS	PGC1a acetyl inh	SIRT5 inh	Cneo AK release	Statin myotox sup	XiGFP reactiv	LGR2 inh	ERAP1 inh
CCCn1cc(CN2CCC(n3nccc3NC(=O)c3ccc4c(c3)OCO4)CC2)c(C)n1	-4	16	0	3	-15	0.0	4	3
CCOC(=O)Cc1csc(NC(=O)CCCN2C(=O)c3ccccc3C2=O)n1	.	0	.	-1	-27	.	-4	.
CCN(CC)S(=O)(=O)c1ccc(N2CCOCC2)c(NC(=O)c2ccc(=O)[nH]c2)c1	1	8	.	-1	-5	-0.1	6	0
Cc1cc(NC(=O)c2cccc(S(=O)(=O)N3CCCCC3)c2)no1	-2	6	0	2	2	0.0	12	0
COC(=O)c1c[nH]n2c(=O)c(Cl)c(C)nc12	-3	.	-3	.	.	0.2	4	3
COc1cc(C(=O)C(=O)c2ccc(O)c(OC)c2)ccc1O	-2	2	3	2	0	0.3	-6	4
C[C@@H]1CCCCO[C@H](CN(C)Cc2ccncc2)[C@@H](C)CN([C@H](C)CO)C(=O)c2cc(NC(=O)CCCCCC(=O)Nc3ccccc3N)ccc2O1	11	2	-3	.	.	0.1	-7	.
Cc1nnc(-c2ccc(Oc3ccc(C)c(C)c3)c([N+](=O)[O-])c2)o1	-2	.	-1	.	.	0.0	19	-3
CCN(CC(=O)Nc1ccccc1OC)C(=O)c1ccc2[nH]c3c(c2c1)CC(C)CC3 (centres undefined)	-19	-21	-5	-1	-2	-0.5	11	0
CCOC(=O)N1CCN(C(=O)c2cc(-c3ccncc3)nc3ccccc23)CC1	2	.	1	.	.	0.3	-2	5
CCc1ccccc1NC(=S)N1CCN(c2cccc(OC)c2)CC1	-4	-15	3	-1	-39	0.3	-8	0
CC(=O)CSc1ccc(-c2nc3ccccc3[nH]2)cn1	0	.	-15	-3	-70	0.1	7	0
COc1ccc(-n2cccc2/C=C/[N+](=O)[O-])cc1	-7	13	-4	13	.	0.0	.	1
N#C[C@H]1[C@H](c2ccc(C3=CCCC3)cc2)[C@@H](CO)N1C(=O)c1ccccn1	-3	-6	-1	-1	-5	-0.1	19	2
CCOC(=O)[C@]12CCC=C1N(CCC1=CCCCC1)C(=O)[C@H](CC(=O)N1CCC(c3ccccc3)CC1)C2	-1	.	-7	.	.	0.0	13	-2
COc1ccc(-c2oc(=O)c3cc(OC)c(OC)cc3c2C#CC2(O)CCCCC2)cc1	8	.	-7	2	-23	0.0	-4	5
O=C(Cn1nc(-c2ccc(Cl)cc2)ccc1=O)NCC1CCCO1 (centres undefined)	-5	-4	19*	1	-1	0.0	4	5
CC1(C)Cc2cccc(OCC(=O)OCC(=O)Nc3ccc(C(N)=O)cc3)c2O1	-3	.	-1	.	6	0.2	9	0
CN(C)CCCNC(=S)N1CCN(c2nc(-c3ccccc3)cs2)CC1	4	-19	-5	0	5	0.1	-22	12
COc1ccc(CC(=O)N/N=C(\C)CC(=O)Nc2ccc3c(c2)OCCO3)cc1OC	0	.	-6	-10	20	0.0	2	2
Cc1cccc(N2CCN(C(=O)CNC(=O)c3ccccc3)CC2)c1C	19	.	2	1	5	0.0	-15	-1
OC(CCN1CC2CCC(CC2)C1)(Cc1ccccc1)c1ccco1 (centres undefined)	0	-10	-3	-7	-10	0.4	5	2
COc1ccc(N2CCN(C(=O)c3ccc(CNS(=O)(=O)c4cccc(OC)c4)cc3)CC2)cc1	7	1	2	-1	-23	0.0	13	-3
COCC(=O)N1CC2(C1)[C@H](c1ccccc1)[C@H](CO)N2CCC(F)(F)F	9	7	0	.	.	0.1	15	-1
CCC1=C(OC(=O)N(CC)CC)N2C(=O)OC(=NCCc3c[nH]c4ccccc34)[C@]2(Cc2ccccc2)[C@H]2C1=CC[C@H]1C(=O)N(C)C(=O)[C@H]12	-1	-12	.	0	0	0.0	15	2
CCCN1C[C@H](C)[C@H](OC)CN(C)C(=O)c2cc(NC(=O)Nc3c(C)noc3C)ccc2OC[C@@H]1C	15	3	-2	-2	-9	-0.4	-1	-2
C[C@H](CO)N1C[C@H](C)[C@@H](CN(C)Cc2ccc(Cl)c(Cl)c2)OCCCC[C@H](C)Oc2ccc(NS(=O)(=O)c3cccs3)cc2C1=O	8	20	19*	-2	.	0.1	-9	-4
COc1ccc2oc(C(=O)N(C)CCOc3ccccc3)c(C)c2c1	-2	4	-9	0	.	0.2	-50	0
Cc1cc(NC(=O)CSc2nc3c([nH]c4ccccc43)c(=O)n2-c2ccccc2F)no1	-3	2	-5	-2	16	0.3	-6	3
O=C(NCc1ccccc1Cl)c1cc2ccccc2oc1=O	2	.	1	1	0	0.3	-2	0
COCC(=O)N(C)C[C@@H]1Oc2cc(C3=CCCC3)ccc2S(=O)(=O)N([C@H](C)CO)C[C@@H]1C	-9	-5	-1	-3	-10	-0.3	6	.
O=C(Cc1cccs1)N(c1ccc(F)cc1)C1(C(=O)NC2CCCCC2)CCCC1	-4	.	-6	.	.	0.0	11	3
CCN(C1CCCCC1)S(=O)(=O)c1ccc(-n2cnnn2)c(C)c1	-3	1	-2	-1	12	0.0	23	-1
N#Cc1cccc(-c2ccc([C@@H]3[C@H](CO)N4CCCCN(C(=O)Nc5ccccc5)C[C@@H]34)cc2)c1	-16	-13	-2	0	.	0.1	24	-1
C[C@@H]1CN([C@H](C)CO)C(=O)c2cc(NC(=O)Cn3cnnn3)ccc2O[C@@H]1CN(C)C(=O)Nc1cccc2ccccc12	1	8	-2	0	50	0.0	11	-2
O=C1N(Cc2cccc(Cl)c2)C[C@@H]2C[C@@H](c3ccc4nonc4c3)N3CCC[C@@]123	24	-5	-3	-2	19	0.0	-2	-3

Some entries already given with just Statin myotox sup, SIRT5 inh and LGR2 inh.
smiles	Statin myotox sup	SIRT5 inh	LGR2 inh
CCC1=C(OC(=O)N(CC)CC)N2C(=O)OC(=NCCc3c[nH]c4ccccc34)[C@]2(Cc2ccccc2)[C@H]2C1=CC[C@H]1C(=O)N(C)C(=O)[C@H]12	0	.	15
CCCN1C[C@H](C)[C@H](OC)CN(C)C(=O)c2cc(NC(=O)Nc3c(C)noc3C)ccc2OC[C@@H]1C	-9	-2	-1

(listing goes on)
SMILES	S100A4 inh HTS	PGC1a acetyl inh	SIRT5 inh	Cneo AK release	Statin myotox sup	XiGFP reactiv	LGR2 inh	ERAP1 inh
COc1ccc(-c2nc(CS(=O)(=O)CC(=O)NC3CCC(C)CC3)c(C)o2)cc1 (centres undefined)	-4	0	-2	-1	0	0.1	6	-3
CN(C)c1cccc(C(=O)OCC(=O)N2CCc3ccccc3C2)c1	2	3	.	.	.	0.2	-2	4
CO[C@@H]1CN(C)C(=O)c2cc(NC(=O)c3ccccc3)ccc2OC[C@@H](C)N(C(=O)CN(C)C)C[C@@H]1C	-3	-8	-2	1	20	0.3	5	-2
S=C(NCCc1ccccc1)NC1CC1	8	5	6	6	.	0.0	-12	-2
CCOc1ccc(C2C([N+](=O)[O-])=C(C)N(C)C(=O)N2C)cc1OC (centres undefined)	0	1	.	.	.	0.0	-17	-1
O=C([C@@H]1[C@@H](CO)[C@@H]2Cn3c(cccc3=O)[C@@H]2N1C(=O)C1CCCC1)N1CCOCC1	5	-4	-1	.	.	0.0	-14	-6
Cc1ccc(S(=O)(=O)Nc2ccc3c(c2)C(=O)N([C@@H](C)CO)C[C@@H](C)[C@@H](CN(C)CC2CC2)OCCCC[C@@H](C)O3)cc1	-2&-1	-10&-13	0&2	8&-1	-4&-12	0.1&0.1	-8	-16&0
CCOc1ccc(N(Cc2cc3cc(C)ccc3[nH]c2=O)S(=O)(=O)c2ccccc2)cc1	-2	-2	2	1	10	0.0	-4	0
COc1ccccc1CNC(=O)C[C@H]1C[C@@H]2c3cc(NC(=O)CC4CC4)ccc3O[C@@H]2[C@H](CO)O1	.	5	.	0	1	-0.1	4	.
COc1ccc(C2CCCN2C(=S)Nc2ccccc2C)cc1OC (centres undefined)	-1	3	-3	6	36	0.3	1	-1
Cc1ccccc1OCCC(=O)OCC(=O)Nc1c(C)nn(-c2ccccc2)c1C	-2	.	3	4	9	0.1	6	4
C[C@H](CO)N1C[C@H](C)[C@H](CN(C)S(=O)(=O)c2cccs2)Oc2ccc(NC(=O)NC3CCCCC3)cc2CC1=O	-1	-5	8	-1	11	-1.3	-8	-2
N#CCCN(C(=O)COC(=O)c1nc(Cl)ccc1Cl)c1ccccc1	-2	3	-5	.	.	0.1	-4	0
C[C@@H]1CCCCO[C@H](CN(C)Cc2ccccc2)[C@H](C)CN([C@H](C)CO)C(=O)c2cc(NC(=O)CCC(F)(F)F)ccc2O1	-2	-2	19*	-6	-30	0.4	9	-1
COc1cccc(CNC(=O)[C@H]2[C@H](CO)[C@H]3Cn4c(ccc(-c5cccc(OC)c5)c4=O)[C@H]3N2C)c1	3	.	-3	-4	40	0.3	7	-1
Cc1ccc2[nH]c(=O)c(CN(CCCN3CCOCC3)C(=O)Nc3ccc(Cl)cc3)cc2c1	-2	.	6	.	.	0.4	25	-3
O=C(Nc1ccccc1C(F)(F)F)Nc1cccc2ccccc12	.	5	.	0	11	.	9	.
CC1CCCCN1C(=S)NC(=O)c1cc(Br)ccc1Cl (centres undefined)	-9	3	2	10	-3	0.3	-10	-6
O=C(Nc1ccc2c(c1)[nH]c(=O)c1ccccc12)C(F)(F)F	14	.	-1	.	.	-0.1	-6	2
COc1ccccc1CNC(=O)C[C@@H]1CC[C@@H]2[C@H](COC[C@H](O)CN2C(=O)Nc2ccc(F)cc2)O1	.	-4	.	-2	9	0.2	12	.
CCn1cc(C(=O)NCC(OC)OC)c(=O)c2cc(S(=O)(=O)N3CCCC3)ccc21	5	-2	-2	-1	1	0.1	5	0
COc1ccc2nc(NC(=O)c3ccccc3C(=O)O)sc2c1	53	.	0	0	8	0.1	11	-1
CC(C)C[C@@H](CO)N1CCN(Cc2ccccc2)CCC1=O	.	-8	.	-6	6	2.1	-4	.
C[C@H](CO)N1C[C@H](C)[C@@H](CN(C)C(=O)Nc2ccc(C(F)(F)F)cc2)Oc2ccc(NS(=O)(=O)c3ccc(F)cc3)cc2C1=O	-5&-2	-3&-10	3&1	0	-13	0.0&0.1	-14&5	-2&-4
C[C@@H]1CN([C@H](C)CO)S(=O)(=O)c2ccc(C#Cc3ccncc3)cc2O[C@@H]1CN(C)S(=O)(=O)c1ccccc1	20	-4	4	0	-17	-2.0	2	1
COc1c2occc2c(OC)c2c(=O)cc(C(F)(F)C(F)(F)F)oc12	0	-1	0	-1	-15	.	-5	7
CC(=O)N1CCc2cc(S(=O)(=O)CCC(=O)NCCc3ccccc3)ccc21	4	8	-1	10	-3	0.2	-7	-1
CCOc1ccc(NC(=O)CSc2nnc(NC(=O)C3CC3)s2)cc1	6	20	-3	2	-38	0.0	-1	-6
O=C(CN1C(=O)NC2(CCCC2)C1=O)Nc1nc2ccccc2[nH]1	-6	4	0	-2	-5	0.2	10	0
COc1ccc(-c2cc(C(F)(F)F)n3nc(C(=O)N(C)Cc4ccccc4)cc3n2)cc1OC	1	0	-2	.	.	0.1	0	-3
COCC(C)N=Cc1c(O)[nH]c2ccccc12 (centres undefined)	.	2	.	1	8	.	1	.
COCCN1Cc2cccc(C(=O)N3CCN(c4cc(C)ccc4C)CC3)c2C1=O	-1	-13	-3	1	-10	0.0	32	16
CCc1ccc(NC(=O)C2CCCN(S(=O)(=O)c3cccnc3)C2)cc1 (centres undefined)	-1	.	8	.	.	1.6	2	2
